Screening data (PubChem BioAssay)
CSN deneddyl inh: inhibitors of CSN-mediated cullin deneddylation, primary screen, biochemical, fluorescence polarization, uHTS; Purified CSN, SCF-Nedd8-OG deneddylation; inhibition, % at 12.5 µM; 360,000 tested, 0.38% active;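 active = pattern-corrected inhibition above about 35%, with an unprinted fluorescence ratio check between 0.5 and 1.5, limit read from the data, passing the limit was not always enough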;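 note: 0% = enzyme with substrate and 100% = substrate without enzyme; some results filed as inactive read as strong as hits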
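Assay system: purified human Csn5 enzyme expressed in HEK293T cells; measure: % inhibition; also added: SCFSkp2-Nedd8OG substrate at 10 nM final; technique: fluorescence polarization; times: reaction 90 min, room temperature; medium: Tris buffer pH 7.5, NaCl, DTT, Tween-20, trehalose, ovalbumin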
MLLE-PAM2 inh: inhibitors of PABP1 MLLE–PAM2 peptide binding, primary screen, biochemical, fluorescence polarization, FITC-PAM2, GST-MLLE; Polyadenylate-binding protein 1 (Homo sapiens), P11940; 360,000 tested, 0.36% active; inhibition, % at 20 µM; AID 588489, 2011; in the data active = inhibition above about 35%, passing the limit was not always enough;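 note: plate controls were DMSO wells with GST-MLLE for no effect and wells lacking GST-MLLE protein for full effect; some results filed as inactive read as strong as hits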
Target sequence (P11940 whole entry, looked up): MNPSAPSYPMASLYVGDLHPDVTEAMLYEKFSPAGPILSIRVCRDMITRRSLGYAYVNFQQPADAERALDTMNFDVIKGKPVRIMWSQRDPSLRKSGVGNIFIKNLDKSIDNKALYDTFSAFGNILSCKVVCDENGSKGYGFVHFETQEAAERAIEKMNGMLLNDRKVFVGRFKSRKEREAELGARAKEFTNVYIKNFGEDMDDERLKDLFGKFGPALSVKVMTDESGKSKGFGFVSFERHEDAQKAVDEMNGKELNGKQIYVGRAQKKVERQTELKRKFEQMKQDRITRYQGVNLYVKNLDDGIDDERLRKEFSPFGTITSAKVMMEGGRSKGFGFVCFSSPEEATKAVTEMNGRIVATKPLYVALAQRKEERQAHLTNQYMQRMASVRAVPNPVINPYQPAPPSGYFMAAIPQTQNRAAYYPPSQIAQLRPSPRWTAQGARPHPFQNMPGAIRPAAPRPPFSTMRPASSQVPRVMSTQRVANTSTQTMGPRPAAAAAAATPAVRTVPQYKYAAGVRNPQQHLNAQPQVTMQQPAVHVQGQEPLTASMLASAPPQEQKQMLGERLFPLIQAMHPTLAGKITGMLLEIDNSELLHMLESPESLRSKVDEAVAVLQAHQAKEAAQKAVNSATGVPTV
MsrA inhibitor: bovine MsrA enzyme inhibitors, primary screen, biochemical, absorbance, HTS; Methionine sulfoxide reductase A (Bos taurus); purified bovine MsrA, absorbance read-out; inhibition, % at 15.5 µM; 360,000 tested, 0.75% active; in the data active = inhibition above about 4.5%;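 note: 0% = vehicle wells with enzyme and 100% = reference inhibitor wells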
Rpn11 inh: Rpn11 (PSMD14) deubiquitinase inhibitors, primary screen, biochemical, fluorescence polarization, uHTS; 360,000 tested, 0.59% active; 26S proteasome non-ATPase regulatory subunit 14 (Homo sapiens), O00487; human 26S proteasome, Ub4-pepOG fluorescence polarization; 20S core pre-blocked with epoxomicin; AID 588493, 2011; calls only at 20 µM;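 active = inhibition at 20 µM, scaled to each plate's controls, above about 33%, limit read from the data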
Target sequence (O00487 whole entry, looked up): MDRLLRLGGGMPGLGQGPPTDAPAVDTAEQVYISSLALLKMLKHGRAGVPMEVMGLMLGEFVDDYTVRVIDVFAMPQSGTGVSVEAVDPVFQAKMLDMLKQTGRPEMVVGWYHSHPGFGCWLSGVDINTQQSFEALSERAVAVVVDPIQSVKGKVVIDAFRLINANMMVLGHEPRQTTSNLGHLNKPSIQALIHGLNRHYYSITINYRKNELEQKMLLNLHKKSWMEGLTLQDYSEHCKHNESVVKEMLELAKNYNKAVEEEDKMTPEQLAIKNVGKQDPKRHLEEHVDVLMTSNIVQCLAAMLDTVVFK
eLon inh: inhibitors of E. coli Lon protease, primary screen, biochemical, fluorescence polarization; P0A9M0; purified E. coli Lon protease; inhibition, % at 7.94 µM; 360,000 tested, 0.42% active; in the data active = inhibition above about 13%, passing the limit was not always enough;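 note: 0% = enzyme with probe and DMSO and 100% = no enzyme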
Rin1-Abl PPI inh: inhibitors of Rin1-Abl protein binding, primary screen, biochemical, TR-FRET | Tyrosine-protein kinase ABL1 (Homo sapiens) + Ras and Rab interactor 1 (Homo sapiens), … | inhibition, % at 7.35 µM | 360,000 tested, 0.4% active; in the data active = inhibition above about 5%, passing the limit was not always enough
FAS-TE inh: FAS thioesterase domain inhibitors, primary screen, biochemical, fluorescence intensity, uHTS; AID 602261, 2012; inhibition, % at 15 µM; 360,000 tested, 0.67% active; recombinant FAS-TE, OMFH fluorogenic substrate, fluorescence endpoint;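 active = compounds whose normalised, plate-corrected inhibition of enzyme fluorescence in the single-dose primary screen is 50% or more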;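 note: 0% = DMSO with enzyme and 100% = substrate without enzyme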
bovine MsrA act: bovine MsrA enzyme activators, primary screen, biochemical, absorbance, HTS; purified bovine MsrA, absorbance read-out; activation, % at 10.6 µM; 360,000 tested, 0.3% active; Methionine sulfoxide reductase A (Bos taurus); AID 602163, 2012; in the data active = activation above about 7.5%;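 note: 0% = vehicle and 100% = reference activator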
MT1-MMP act inh: blockers of MT1-MMP proenzyme processing, primary screen, HT1080 RFP-PRO-GFP cells, GFP/RFP fluorescence; GFP/RFP ratio fluorescence, overnight; percent of plate control window, DMSO zero; AID 651647, 2012; 360,000 tested, 0.061% active; GFP/RFP ratio change, % at 20 µM; Matrix metalloproteinase-14 (Homo sapiens), P50281;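 active = GFP/RFP ratio change of at least 30% with cell ATP level not reduced by more than half and red fluorescence within 50% of control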; note: strong numbers were not always called active
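Material – HT1080 RFP-PRO-GFP cells · Control set – DMSO wells and RFP-L50D-GFP cells · Incubation – overnight cell settling, then overnight compound exposure, 37 °C, 5% CO2 · Compound dosing – single-point 20 µM compound, 1% DMSO · Read-out – GFP/RFP fluorescence ratio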
* marks the source's active call; other numbers are inactive results; i = inactive; nt = no result given. Compounds were not picked by outcome; overall some 3.7% were active at least once.

Values run as follows: CSN deneddyl inh | MLLE-PAM2 inh | MsrA inhibitor | Rpn11 inh | eLon inh | Rin1-Abl PPI inh | FAS-TE inh | bovine MsrA act | MT1-MMP act inh
CC(OC(=O)c1ccc2c(=O)n3c(nc2c1)CCCCC3)C(=O)Nc1ccc(Cl)cn1 (centres undefined)
→ 0 | -1 | -1.1 | i | -2 | 1 | 18 | -3 | 0
C/C(=N/NC(=O)CNC(=O)CCc1ccccc1)c1ccc(Cl)c(Cl)c1
→ 1 | -12 | 1.0 | i | 0 | 1 | 36 | -1 | 0
O=C1CCCN1c1ccc(Br)cc1
→ -6 | 14 | 1.2 | i | -3 | -1 | -6 | -3 | 6
COc1cc([N+](=O)[O-])ccc1NC(=O)CN1CCc2cc(OC)c(OC)cc2C1
→ 1 | -2 | 0.8 | i | 42* | 0 | 2 | -9 | -2
CN(Cc1c(C(=O)N2CCCCCCC2)nc2ccc(Cl)cn12)C1CCOC1 (centres undefined)
→ 0 | 12 | 0.9 | i | -5 | -3 | -1 | 0 | -3
COc1ccccc1CNc1cccc(C)n1
→ 2 | 13 | 2.0 | i | -8 | -1 | -5 | -3 | 4
CSc1nc(N2CCN(Cc3ccc4c(c3)OCO4)CC2)c2ccccc2n1
→ 8 | 3 | nt | i | 2 | -1 | 31 | -10 | 2
CC(C)=CC(=O)Nc1nc2ccc([N+](=O)[O-])cc2s1
→ -2 | 2 | 1.3 | i | 6 | -1 | 3 | -12 | -9
O=C(CN1C(=O)C2CC=CCC2C1=O)Nc1nc2ccccc2[nH]1 (centres undefined)
→ -5 | -6 | -1.5 | i | -3 | 2 | -8 | 3 | -1
Cc1ccc2nc(COC(=O)c3ccc(Cl)nc3)cc(=O)n2c1
→ 5 | 2 | 0.0 | i | -6 | -1 | -2 | -5 | 3
Nc1ccc2nc(COc3ccccc3)[nH]c2c1
→ 2 | -12 | -1.3 | i | -10 | 2 | -4 | -3 | 5
COc1ccc(CC(=O)NCc2ccccc2)cc1S(=O)(=O)N1CCOCC1
→ 0 | 9 | 0.1 | i | 5 | 0 | -6 | -3 | 3
CCNC(=O)NC(=O)C(C)On1nnc2ccc(S(=O)(=O)N(CC)CC)cc21 (centres undefined)
→ -3 | -1 | 0.7 | i | 5 | 6 | -14 | -4 | -1
CC(C)(C)S(=O)(=O)N1C[C@@H]2C(=CC[C@H]3C(=O)N(c4ccccc4)C(=O)[C@@H]23)[C@@H]1CCO
→ 4 | -8 | 1.7 | i | 6 | -4 | -6 | 1 | -3
Cc1[nH]c(=O)c(C(=O)/C=C/c2ccccc2F)c2c1CCCC2
→ 5 | -13 | 1.2 | i | -5 | -1 | 2 | -2 | -24

Already shown: entries from further up.
Values run as follows: CSN deneddyl inh | MLLE-PAM2 inh | MsrA inhibitor | Rpn11 inh | eLon inh | Rin1-Abl PPI inh | FAS-TE inh | bovine MsrA act | MT1-MMP act inh
CC(C)(C)S(=O)(=O)N1C[C@@H]2C(=CC[C@H]3C(=O)N(c4ccccc4)C(=O)[C@@H]23)[C@@H]1CCO
→ 4 | -8 | 1.7 | i | 6 | -4 | -6 | 1 | -3
Cc1[nH]c(=O)c(C(=O)/C=C/c2ccccc2F)c2c1CCCC2
→ 5 | -13 | 1.2 | i | -5 | -1 | 2 | -2 | -24

(further entries)
Values run as follows: CSN deneddyl inh | MLLE-PAM2 inh | MsrA inhibitor | Rpn11 inh | eLon inh | Rin1-Abl PPI inh | FAS-TE inh | bovine MsrA act | MT1-MMP act inh
Cc1onc(-c2ccccc2)c1CNS(=O)(=O)c1ccccc1[N+](=O)[O-]
→ -2 | -8 | 1.6 | i | -2 | 1 | 4 | -7 | 2
c1coc(-c2ccc3nncn3c2)c1
→ 43 | 14 | 0.1 | i | 0 | 3 | -8 | -4 | -1
Cc1ccc(-c2nn3cnnc3c3ccccc23)cc1C
→ -16 | 7 | 0.4 | i | 2 | 0 | 1 | -10 | -1
Cc1cc(C)cc(N2C(=O)CC(N3CCOCC3)C2=O)c1 (centres undefined)
→ 4 | 3 | 0.0 | i | 0 | 3 | -8 | -4 | -2
CC1CCCN(C(=O)/C(=C/c2ccco2)NC(=O)c2ccccc2)C1 (centres undefined)
→ 6 | -5 | 1.8 | i | -8 | 1 | -6 | -2 | -3
COC(=O)c1ccccc1NC(=O)c1cc(-c2ccc(O)cc2)on1
→ -6 | 2 | 0.4 | i | -14 | -2 | -2 | -3 | 5
O=C(Nc1cccc(S(=O)(=O)N2CCOCC2)c1)c1cc2c(s1)CCC2
→ 1 | -9 | 0.2 | i | -11 | -5 | 13 | -7 | 1
COc1cccc(C(=O)NNS(=O)(=O)c2ccc(F)cc2)c1
→ -3 | -3 | -0.1 | i | -5 | -3 | -2 | 1 | -3
COc1cc(C(=O)Nc2ccc(Oc3ncnc4sc(-c5ccccc5)cc34)cc2)cc(OC)c1OC
→ 1 | 3 | -0.6 | i | -6 | 1 | 3 | -7 | 7
COc1ccc(Cl)cc1NC(=O)C(C)OC(=O)c1ccc(NS(=O)(=O)c2ccc3[nH]c(=O)[nH]c3c2)cc1 (centres undefined)
→ 3 | -4 | 0.1 | i | 2 | 1 | 22 | -2 | 3
Cn1c(=O)n(C)c2cc([N+](=O)[O-])c(N3CCN(S(=O)(=O)c4ccc5ccccc5c4)CC3)cc21
→ 4 | 13 | 1.7 | i | 5 | 3 | 66* | -6 | 8
CN(Cc1nc2ccccc2n1C)C(=O)c1ccco1
→ 5 | 4 | 0.3 | i | -4 | 0 | -3 | -4 | 4
CN(C(=O)c1ccncc1)c1nnc(-c2cccnc2)s1
→ 3 | -4 | -1.3 | i | 10 | -3 | -8 | -5 | 8
Cc1ccc(C(=O)NCC(=O)O)o1
→ 2 | -13 | 0.2 | i | -9 | 0 | -4 | -4 | 0
COc1cccc(CN2CCNC(=O)C2CC(=O)NC2CCCCCCC2)c1 (centres undefined)
→ 5 | 12 | -0.7 | i | -1 | 4 | 0 | -10 | 2

Single records, from the list above. Order of values: CSN deneddyl inh, MLLE-PAM2 inh, MsrA inhibitor, Rpn11 inh, eLon inh, Rin1-Abl PPI inh, FAS-TE inh, bovine MsrA act, MT1-MMP act inh
Profile of `COc1cccc(C(=O)NNS(=O)(=O)c2ccc(F)cc2)c1` : -3, -3, -0.1, i, -5, -3, -2, 1, -3
Profile of `Cc1onc(-c2ccccc2)c1CNS(=O)(=O)c1ccccc1[N+](=O)[O-]` : -2, -8, 1.6, i, -2, 1, 4, -7, 2
Profile of `Cc1ccc(C(=O)NCC(=O)O)o1` : 2, -13, 0.2, i, -9, 0, -4, -4, 0
Profile of `c1coc(-c2ccc3nncn3c2)c1` : 43, 14, 0.1, i, 0, 3, -8, -4, -1
Profile of `COc1ccc(Cl)cc1NC(=O)C(C)OC(=O)c1ccc(NS(=O)(=O)c2ccc3[nH]c(=O)[nH]c3c2)cc1` (centres undefined) : 3, -4, 0.1, i, 2, 1, 22, -2, 3

The list goes on:
Values run as follows: CSN deneddyl inh | MLLE-PAM2 inh | MsrA inhibitor | Rpn11 inh | eLon inh | Rin1-Abl PPI inh | FAS-TE inh | bovine MsrA act | MT1-MMP act inh
CCCCNS(=O)(=O)c1ccc2nc(SCC(=O)N3CC(C)OC(C)C3)[nH]c2c1 (centres undefined)
→ -5 | -68 | -0.8 | i | 1 | 2 | -6 | -5 | 2
c1cncc(CNc2ncnc3sc4c(c23)CCCC4)c1
→ -7 | -2 | -0.5 | i | 5 | -2 | 3 | -2 | 1
CCn1cc(C(=O)NCc2ccc(C)o2)c2cc(OC)c(OC)cc2c1=O
→ -1 | 3 | -0.1 | i | 1 | -5 | -5 | -3 | 2
Cc1ccc(-n2ncc3c2CCCC3NC(=O)c2ccccc2N2CCOCC2)cc1C (centres undefined)
→ 3 | 5 | -0.3 | i | -4 | -2 | 0 | -6 | 0
COc1ccc(C2=NN(c3nc4ccccc4s3)C(=O)/C2=C\N(C)C)cc1
→ 3 | 14 | 0.9 | i | 0 | -2 | -6 | -2 | 0
COc1cc(C2CC(=O)c3c(ccc4ccccc34)N2)ccc1O (centres undefined)
→ -21 | -3 | 0.4 | i | 10 | -2 | 4 | -3 | -4
C/C(=N/NC(=O)c1cc(Cl)ccc1O)C12CC3CC(CC(C3)C1)C2
→ -1 | -115 | 0.9 | i | -11 | -3 | -3 | -2 | 3
Nc1nnn(CC(=O)N/N=C/c2ccccc2)n1
→ -2 | 6 | -0.5 | i | -2 | -2 | -8 | -2 | 3
O=C(Nc1ccc(S(=O)(=O)N2CCCC2)cc1)c1ccccc1
→ 0 | 10 | 0.8 | i | -2 | 0 | -4 | -2 | 1
COc1cc2c(cc1OC)CN(CC(=O)Nc1ccc(F)cc1)C(C(=O)O)C2 (centres undefined)
→ -2 | -12 | 1.5 | i | -2 | 1 | -4 | -2 | -4
COc1ccccc1C(=O)NNS(=O)(=O)c1ccc(F)cc1
→ 2 | 8 | -0.4 | i | -3 | 1 | -5 | -3 | -3
CCOc1ccc(/C=N/NC(=O)c2cc3ccccc3cc2OC)cc1
→ 0 | 8 | 0.3 | i | 4 | -2 | 17 | -1 | 2
CCN1CCN(Cc2c(O)ccc3c2O/C(=C\C=C\c2ccccc2)C3=O)CC1
→ 49 | -35 | 2.0 | nt | -188 | -3 | -13 | -7 | -41
Cc1cccnc1NC(=O)c1ccc2nc(N)sc2c1
→ -3 | 18 | 0.7 | i | -6 | -4 | -6 | -1 | 3
O=C(O)c1ccccc1-c1ccccc1C(=O)Nc1ccc(OC(F)(F)F)cc1
→ 3 | -4 | -0.6 | i | -10 | 2 | 0 | -12 | -3
CN(C)c1ncnc2c1ccn2C1OC(CO)C(O)C1O (centres undefined)
→ 1 | -7 | 1.4 | i | 1 | 5 | -4 | -4 | 1
O=C(c1cc(-c2ccc3c(c2)OCO3)on1)N1CCN(c2ccc(F)cc2)CC1
→ 2 | 17 | 2.2 | i | 3 | 1 | -4 | -2 | 9
COc1ccc(CONS(=O)(=O)c2ccc(NC(C)=O)cc2)cc1Cl
→ 7 | 3 | 1.2 | i | -1 | -2 | 0 | -1 | -4
CC1CCN(C(=O)CN(c2ccc3c(c2)OCCO3)S(=O)(=O)c2ccccc2)CC1
→ -2 | -6 | -0.2 | i | 4 | 2 | 2 | -3 | -1
O=C(CCN1C(=O)c2ccccc2C1=O)Nc1cccc(F)c1
→ -2 | -2 | 0.8 | i | -4 | -2 | -4 | 0 | 5
CCCNC(=O)c1cccc(S(=O)(=O)N2CC3(C)CC2CC(C)(C)C3)c1 (centres undefined)
→ 0 | -3 | -0.5 | i | 14 | -3 | 5 | 0 | -2
